WRN inhibitor: qHTS for Inhibitors of WRN Helicase; Bifunctional 3'-5' exonuclease/ATP-dependent helicase WRN (Homo sapiens), Q14191; WRN helicase unwinding, fluorescent forked duplex, kinetic; Potency, µM (series often up to 114 µM), inactives show at the highest dose activity change, negative = inhibition, hits mostly inhibitors; AID 651768, 2012; hit rate 0.46% among 360,000; also: potency is read from the fitted curve at half-maximal effect; % is scaled to controls: 0 for no effect and ±100 for the full control effect; nearly all actives have a fitted effect of over 55% in size
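Kinetic fluorescence helicase assay: unwinding of a quenched forked DNA duplex (100 nM final) with 2 mM ATP final raises red fluorescence (525/598 nm). Compounds sat 15 min at room temperature with 20 nM WRN beforehand.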
PLK1 PBD block: qHTS for Inhibitors of PLK1-PDB (polo-like kinase 1 - polo-box domain): Primary Screen | Serine/threonine-protein kinase PLK1 (Homo sapiens), P53350 | Plk1 PBD binding of FITC phosphopeptide, fluorescence polarization | Potency, µM, for inactives: max response, negative = inhibition, most hits filed as inhibitors | hit rate 2.8% among 360,000; also: potency is read from the fitted curve at half-maximal effect; series mostly up to about 57 µM; % is scaled to controls: 0 for no effect and ±100 for the full control effect; nearly all actives have a fitted effect of over 65% in size
Target sequence (P53350 whole entry, looked up, the tested form may be a part): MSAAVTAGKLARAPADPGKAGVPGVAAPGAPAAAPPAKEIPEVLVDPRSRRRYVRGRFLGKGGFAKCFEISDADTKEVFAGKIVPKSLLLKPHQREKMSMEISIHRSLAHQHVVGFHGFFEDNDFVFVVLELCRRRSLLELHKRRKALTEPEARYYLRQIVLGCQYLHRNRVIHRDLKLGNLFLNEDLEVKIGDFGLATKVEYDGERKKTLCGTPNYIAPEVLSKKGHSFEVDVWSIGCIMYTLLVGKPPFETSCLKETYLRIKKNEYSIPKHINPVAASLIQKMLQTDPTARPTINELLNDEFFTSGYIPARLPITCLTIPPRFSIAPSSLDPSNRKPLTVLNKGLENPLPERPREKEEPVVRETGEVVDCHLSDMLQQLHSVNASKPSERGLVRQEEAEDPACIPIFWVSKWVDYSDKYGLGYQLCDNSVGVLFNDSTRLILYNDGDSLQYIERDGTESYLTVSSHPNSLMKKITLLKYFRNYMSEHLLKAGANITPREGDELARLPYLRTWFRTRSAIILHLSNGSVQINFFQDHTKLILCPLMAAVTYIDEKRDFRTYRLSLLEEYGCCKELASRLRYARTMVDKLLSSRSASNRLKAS
CCT modulator: High-Throughput Screening for Modulators of Cytosolic Chaperonin Activity; purified chaperonin ATPase assay, HTRF ADP detection, 30 min; activity change, % (concentration not given with the values), hits read low; hit rate 0.3% among 360,000; AID 651819, 2012; in the data active = activity change below about -30%; also: % is scaled to controls: 0 for no effect and ±100 for the full control effect
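ATPase activity: ADP formed was measured by HTRF Transcreener (665/615 nm ratio) after 30 min at 37 deg C with 10 uM ATP. Compounds screened at one 76 uM concentration against 40 or 20 nM TRiC in Tris pH 7.4/KCl/MgCl2/DTT buffer.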
PI5P4Ka inh: qHTS for Inhibitors of phosphatidylinositol 5-phosphate 4-kinase (PI5P4K). Phosphatidylinositol 5-phosphate 4-kinase type-2 alpha (Homo sapiens), P48426. PI5P4Kalpha enzyme, ADP-Glo luminescence, 60 min; stronger effect = lower value. max response, %. hit rate 1.2% among 330,000. AID 652105, 2013; active = max response of -50% or lower; inconclusive = between -30% and -50%; inactive = -30% or higher; also: value at the top dose of about 77 µM; % is scaled to controls: 0 for no effect and ±100 for the full control effect
Target sequence (P48426 whole entry, looked up): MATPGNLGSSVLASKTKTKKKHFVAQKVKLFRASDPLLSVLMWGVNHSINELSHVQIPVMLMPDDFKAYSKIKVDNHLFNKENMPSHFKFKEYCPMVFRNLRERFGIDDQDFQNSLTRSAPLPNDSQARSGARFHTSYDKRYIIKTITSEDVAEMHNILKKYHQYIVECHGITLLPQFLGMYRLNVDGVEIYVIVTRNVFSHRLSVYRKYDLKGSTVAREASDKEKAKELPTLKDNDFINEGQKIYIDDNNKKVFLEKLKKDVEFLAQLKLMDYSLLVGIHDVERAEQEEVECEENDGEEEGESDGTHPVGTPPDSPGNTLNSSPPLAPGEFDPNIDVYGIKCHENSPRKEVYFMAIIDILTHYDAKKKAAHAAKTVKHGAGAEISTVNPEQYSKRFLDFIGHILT
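ADP-Glo luminescence end-point after a 60 min room-temperature kinase reaction. PI5P4Kalpha and substrate in HEPES pH 7.4 buffer with EGTA, 0.1% CHAPS and 5% DMSO; ATP at 5 microM final.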
EPAC1 ag: qHTS for Agonist of cAMP-regulated guanine nucleotide exchange factor 3 (EPAC1): primary screen | Potency, µM (highest dose often 154 µM), for the others: top-dose activation, hits mostly activators | EPAC1 agonist qHTS, biochemical assay; response scale: 100% = response to 6.5 mM cAMP | Rap guanine nucleotide exchange factor 3 (Homo sapiens), O95398 | hit rate 0.073% among 360,000; also: potency is read from the fitted curve at half-maximal effect; nearly all actives have a fitted effect of over 60% in size
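Multi-concentration qHTS readout: loss of Rap1B-bound BODIPY-GDP fluorescence driven by 100 nM EPAC1 with excess GDP (50 uM), monitored kinetically at room temperature; agonist response expressed relative to 6.5 mM cAMP.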
EPAC1 antagonist: qHTS for Antagonist of cAMP-regulated guanine nucleotide exchange factor 3 (EPAC1): primary screen. EPAC1 GEF assay, Rap1b-BODIPY-GDP exchange fluorescence. Potency, µM (series often up to 115 µM), without a hit: at the highest dose activity change, negative = inhibition, usual class: inhibitors. AID 720709, 2013. Rap guanine nucleotide exchange factor 3 (Homo sapiens), O95398. hit rate 0.14% among 360,000;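 also: potency is read from the fitted curve at half-maximal effect; plate controls were vehicle for no effect and positive control for full effect; nearly all actives have a fitted effect of over 50% in size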
EPAC2 antagonist: qHTS for Antagonist of cAMP-regulated guanine nucleotide exchange factor 2 (EPAC2): primary screen; Rap guanine nucleotide exchange factor 4 (Homo sapiens), Q8WZA2; EPAC2 GEF exchange of Rap1B-BODIPY-GDP, fluorescence; Potency, µM (top dose mostly 114 µM), inactives show top-dose activity, negative = inhibition, usual class: inhibitors; hit rate 0.18% among 360,000; AID 720708, 2013; also: potency is read from the fitted curve at half-maximal effect; % is scaled to controls: 0 for no effect and ±100 for the full control effect; nearly all actives have a fitted effect of over 45% in size; many of its hits are not listed in these tables
MmCpn inh: Inhibitors of TCP-1 ring complex (TRiC) of Methanococcus maripaludis (MmCpn): qHTS; hit rate 0.031% among 330,000; purified Mm-Cpn ATPase, ADP Transcreener TR-FRET; Potency, µM (top dose mostly 76.9 µM), for inactives: at the top dose activity, negative = inhibition, most hits filed as inhibitors; Chaperonin Mm-Cpn (Methanococcus maripaludis); AID 504842, 2011; also: potency is read from the fitted curve at half-maximal effect; % is scaled to controls: 0 for no effect and ±100 for the full control effect; nearly all actives have a fitted effect of over 80% in size
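Eu-cryptate anti-ADP/ADP-d2 competition gives a ratio inversely related to ADP. Enzyme at 25 nM was pre-exposed to compound for 10 min, then given 10 uM ATP for 30 min, 37°C throughout.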
Active calls of the source: *; ? = inconclusive; . = no result given; [ ] = remark or other dose. Unless noted, calls follow the shape of the dose curve; as a rule, active = well fitted curve in the direction sought with a large enough effect; inconclusive = small, poorly fitted or top-dose-only effect, or another doubt; inactive = no such curve, though single readings can be large; an effect the other way counts as inactive or inconclusive. Not all compounds are listed; rates above refer to the full screens.

CCT modulator,MmCpn inh,PI5P4Ka inh,EPAC2 antagonist,EPAC1 ag,WRN inhibitor,PLK1 PBD block,EPAC1 antagonist,mol
-0.7,.,12,1%,-14%,-5%,1%,-13%,CCN1CCN(c2ccc(S(=O)(=O)N3CCOCC3)cc2NC(=O)C2CCC(C(C)(C)C)CC2)CC1 (centres undefined)
0.5,.,0,17%,-8%,-4%,-4%,-15%,CCN(CC)C(=O)c1cccc(-c2csc(C(NC(C)=O)c3cccc(OC)c3)n2)c1 (centres undefined)
0.9,1%,4,1%,-7%,4%,-3%,6%,CC(C)=CCN1CCN(Cc2cnc(-c3ccccc3)s2)CC1CCO (centres undefined)
-1.1,-2%,14,?,6%,-27%,2%,-7%,COc1cc(Br)c(Br)c(Br)c1N
1.7,0%,?,6%,7%,3%,-1%,0%,COC(=O)c1[nH]c(=O)c2ccccc2c1OCc1ccccc1
-1.5,-10%,-4,-2%,0%,-7%,?,-13%,COC(=O)C1=C(C(=O)OC)C2(OC1c1ccc(Br)cc1)C(=O)c1ccccc1C2=O (centres undefined)
0.9,2%,-10,4%,-9%,-17%,0%,-21%,COc1ccccc1NC(=O)Nc1nc(CC(=O)Nc2ccc(F)c(F)c2)cs1
-0.4,-2%,-12,-10%,4%,-20%[57.1 µM],4%,-10%,CN(C)S(=O)(=O)c1ccc(NC(=O)COc2ncnc3c2cnn3-c2ccccc2)cc1
0.9,-1%,2,3%,-13%,-19%,-1%,-27%,Cc1ccccc1NC(=O)CN1CCC(C(=O)c2ccc3c(c2)OCCO3)CC1
-5.4,0%,.,-4%,10%,-8%,-2%,0%,CCS(=O)(=O)c1ccc(O)c(N2C(=O)C3C4C=CC(C4)C3C2=O)c1 (centres undefined)
1.9,1%,7,-9%,-7%,-9%,-11%,-25%,Cc1ccc(-n2cnc(N)c2C(=O)c2cccc([N+](=O)[O-])c2)cc1
-1.2,0%,0,8%,15%,1%,-8%,11%,COc1ccc(NC(=O)C2CCC2)cc1S(=O)(=O)N1CCOCC1
3.0,?,.,-3%,0%,1%,0%,-26%,c1ccc(CSc2nnc(SCc3ccccn3)s2)nc1
-25,-2%,-4,3%,12%,-4%,-4%,-9%,C=CCNC(=O)Cc1ccc(S(=O)(=O)N2CCOCC2)s1
-2.5,0%,3,-2%,-2%,0%,2%,3%,CC1CCCCN1C(=O)COC(=O)c1ccc2ccccc2n1 (centres undefined)
-3.9,-3%,-3,4%,0%,6%,-15%,13%,COc1ccccc1NS(=O)(=O)c1cccc(C(=O)NCc2ccco2)c1
1.0,-13%,-5,10%,5%,-10%,3%,7%,O=C(CSc1nc2ccsc2c(=O)n1Cc1ccccc1)NCC1CCCO1 (centres undefined)
-0.4,-3%,0,-13%,4%,-4%,-2%,-6%,O=C(CSc1nc2ccccc2c2c1CCCC2)N1CCOCC1
-0.1,1%,-9,-5%,-3%,-12%,-6%,16%,O=C(O)CCn1c(O)c(C=C2N=c3ccccc3=N2)sc1=S
-1.1,0%,-11,-1%,5%,-5%,?,1%,CCOc1ccc(C(=O)NCc2cccs2)cc1
0.1,-1%,4,-2%,-1%,-5%,-4%,-14%,Cc1ccc(Sc2ccc([N+](=O)[O-])cc2[N+](=O)[O-])nc1
-1.7,-3%,-5,-4%,-3%,2%,-8%,-13%,CCN(CCNC(=O)C1CCN(S(=O)(=O)c2cccc3nsnc23)CC1)c1ccccc1
-1.5,1%,10,-18%,6%,?,-16%,?,Cc1ccc(OCCn2cc(C=O)c3ccccc32)cc1
-1.6,1%,4,-5%,-3%,5%,2%,-1%,CCCCCC/C(=N\NS(C)(=O)=O)c1ccccc1
-0.7,-6%,-16,?,6%,-11%[11.6 µM],?,?,C[n+]1cccc2c(Br)ccc([O-])c21
-0.8,1%,-1,2%,4%,-3%,-4%,18%,Cc1cccc(C(=O)N[C@H](C(=O)OCC(=O)NC(=O)c2cccn2C)C(C)C)c1
-2.3,1%,.,1%,-1%,1%,-1%,13%,Cc1ccccc1C(=O)N1CCC(C(N)=O)CC1
-2.7,-2%,1,-1%,3%,1%,-2%,-1%,O=C(O)CSc1nc2ccccc2o1
0.5,-4%,-1,4%,2%,-2%,0%,9%,Cc1ccc(C)c(/C(O)=C2\C(=O)C(=O)N(Cc3cccnc3)C2c2cccnc2)c1 (centres undefined)
-0.7,5%,0,1%,-5%,8%,0%,-6%,Nc1ncnc2c1ncn2[C@@H]1O[C@H](CNC(=O)[C@@H]2CCN2)[C@@H](O)[C@H]1O

A stretch from further up:
CCT modulator,MmCpn inh,PI5P4Ka inh,EPAC2 antagonist,EPAC1 ag,WRN inhibitor,PLK1 PBD block,EPAC1 antagonist,mol
0.5,-4%,-1,4%,2%,-2%,0%,9%,Cc1ccc(C)c(/C(O)=C2\C(=O)C(=O)N(Cc3cccnc3)C2c2cccnc2)c1 (centres undefined)
-0.7,5%,0,1%,-5%,8%,0%,-6%,Nc1ncnc2c1ncn2[C@@H]1O[C@H](CNC(=O)[C@@H]2CCN2)[C@@H](O)[C@H]1O

Next section.
CCT modulator,MmCpn inh,PI5P4Ka inh,EPAC2 antagonist,EPAC1 ag,WRN inhibitor,PLK1 PBD block,EPAC1 antagonist,mol
-0.1,-1%,4,13%,-14%,5%,1%,8%,COCCCn1nnnc1SCC(=O)N1CCCC1
-1.6,-1%,3,3%,-4%,5%,-2%,-1%,COc1cccc2sc(N(CCCN(C)C)C(=O)c3ccc(S(=O)(=O)N4CCCc5ccccc54)cc3)nc12
-1.4,-2%,.,-6%,-4%,-2%,-2%,0%,COc1ccc(C(=O)COC(=O)CCn2nnc(-c3cccs3)n2)cc1
0.2,-2%,-11,5%,-2%,10%,1%,-9%,CC(=O)N(c1nnc(-c2ccc(C)cc2)s1)C1CCCC1
-3.4,-1%,-1,-6%,3%,-1%,4%,-14%,Cc1ccc(S(=O)(=O)N2CCc3ccccc3C2)cc1C
2.0,.,-1,17%,-4%,-9%,0%,-2%,Fc1cccc(Cc2c(-c3cccc(Cl)c3)nc3c4ccccc4ccn23)c1
0.4,-2%,8,-2%,7%,-5%,1%,1%,O=C(O)c1ccc2c(c1)OCCCO2
-0.8,0%,0,10%,-11%,6%,-2%,7%,COc1cccc2cc(C(=O)N(Cc3ccccc3)CC3CCCO3)c(=O)oc12 (centres undefined)
0.3,2%,-12,2%,6%,-21%[57.1 µM],-1%,-7%,CC(OC(=O)c1ccc2c(=O)n3c(nc2c1)CCCCC3)C(N)=O (centres undefined)
-3.5,2%,3,-1%,0%,-4%,-8%,-1%,O=C1Nc2ccccc2C1c1ncc(C(F)(F)F)cc1Cl (centres undefined)
-0.2,-3%,-30,-4%,5%,?,-14%,-13%,CCOC(=O)c1cc2c(=O)n3cccc(C)c3nc2n(Cc2ccco2)c1=NC(=O)c1cccnc1
-3.4,1%,1,-3%,1%,6%,-10%,6%,Cc1c(OCc2ccccc2)c(=O)ccn1Cc1ccccc1
1.1,3%,5,20%,-19%,-4%,-2%,-13%,O=C(Nc1ccc(N2CCN(Cc3ccccc3F)CC2)cc1)c1ccccc1[N+](=O)[O-]
-0.7,-11%,-29,5%,-9%,-22%,-10%,3%,CCOC(=O)C1CCN(S(=O)(=O)c2ccc(-c3nc4ccccc4s3)s2)CC1
-1.1,0%,-5,-5%,-6%,-10%,-7%,-13%,CC(=O)Nc1cccc(NC(=O)CSc2nnnn2Cc2ccccc2)c1
-1.0,-2%,-15,14%,-3%,0%,-22%,9%,Cc1nc(N2C(=O)C(=O)/C(=C(/O)c3ccccc3)C2c2ccco2)sc1C (centres undefined)
-0.7,-1%,-11,1%,-4%,5%,-2%,-7%,C/C(=N/NC(=O)c1ccc2c(c1)OCO2)c1ccc(Br)s1
1.4,0%,1,9%,2%,1%,-1%,5%,CC(=O)N1CCCc2cc(S(=O)(=O)N3CCc4ccccc4C3)ccc21
3.0,2%,0,2%,12%,-33%,-15%,-14%,CCN(CC)CCN(Cc1cc2cccc(C)c2[nH]c1=O)C(=S)Nc1ccccc1
-6.9,0%,8,-11%,0%,-12%,-3%,-15%,Cc1cccnc1NC(=O)c1ccc(S(=O)(=O)N2CCC(C)CC2)cc1
2.3,-21%,0,2%,-15%,-6%,-8%,-8%,COc1ccc(N(C)C(=O)Nc2ccc3nsnc3c2)cc1
1.7,1%,1,-3%,6%,-2%,2%,8%,Cc1nc(N2CCOCC2)[nH]c(=O)c1C
0.5,0%,-3,6%,8%,-1%[57.1 µM],-5%,-18%,CCN(CC)S(=O)(=O)c1ccc(Cl)c(NC2=NCCCCC2)c1
1.9,1%,-25,12%,-9%,-8%,-17%,11%,Cc1ccccc1CNC(=O)Nc1cccs1
-2.5,0%,5,-3%,19%,5%,-8%,0%,CC(C)COc1ccc(/C(O)=C2/C(=O)C(=O)N(CCN(C)C)C2c2ccncc2)cc1 (centres undefined)
0.3,.,-9,9%,8%,-1%,-3%,-19%,CC1(C(=O)NS(=O)(=O)c2ccc(F)cc2F)CCN1C(=O)Cc1cc(F)ccc1F (centres undefined)
-0.6,1%,-2,4%,-5%,7%,-10%,-17%,CCN1CCN(S(=O)(=O)c2ccc(-c3cc(C)no3)s2)CC1
-1.8,-2%,-2,1%,10%,-6%,-12%,-17%,CN(C(=O)c1ccc(OC2CCN(CCc3ccccc3)CC2)cc1)C1CCOCC1
-3.9,4%,-6,-1%,-3%,-1%,-7%,7%,COC(=O)C1CCN(C(=O)CSc2nnc(-c3ccncc3)o2)CC1
-2.9,-7%,10,6%,0%,-4%,-6%,2%,Cc1nc2ccc(NS(=O)(=O)c3ccc4c(c3)OCCO4)cc2s1
2.0,-6%,-13,-3%,-4%,2%,-5%,9%,Cc1ccc2nc(-c3ccc(SCC(=O)Nc4cc(C)on4)nc3)[nH]c2c1
